# PI4K2A block = blocks human PI4K2A kinase activity. 0.13% of 420,000 active. activity change, negative = inhibition, % at 76.9 µM. purified PI4K2A, ADP-Glo luminescence, 1 h; hits give low values. AID 1346378; in the data active = activity change below about -50%; inconclusive = mostly about -30% to -49%;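 note: -100% = wells without enzyme as full effect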
#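 Compounds are screened against recombinant PI4K2A using PI as substrate and ATP, the latter dispensed at 300 microM. Reactions run one hour at ambient temperature before ADP-Glo detection; full inhibition defined by wells lacking enzyme.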
# Pin1 inhibitor = inhibitors of human Pin1; 0.009% of 390,000 active; Potency, µM (top dose mostly 115 µM), for the others: top-dose activity, negative = inhibition, hits mostly inhibitors; Pin1 FP peptide displacement, HiFluor488, 10 min; Q13526; active = well fitted inhibition curve with a large enough effect in the polarisation, with a control signal flat, not every such curve was filed as active; inconclusive = small, poorly fitted or top-dose-only effect, or effect the other way, or a change in a side signal; inactive = no such curve, though single readings can be large or run the other way; the % refers to the polarisation; note: potency is the fitted concentration of half-maximal effect; % is set by controls: 0 for no effect and ±100 for the full control effect
# Target sequence (Q13526 whole entry, looked up): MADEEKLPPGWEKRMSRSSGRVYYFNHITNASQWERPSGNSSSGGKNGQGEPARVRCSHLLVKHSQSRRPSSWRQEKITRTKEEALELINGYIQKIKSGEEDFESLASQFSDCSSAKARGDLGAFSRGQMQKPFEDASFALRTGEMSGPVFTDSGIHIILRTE
# BAZ2B inh = blocks human BAZ2B; Q9UIF8; AlphaScreen BAZ2B-H3K14Ac peptide displacement; Potency, µM (titrated, usually from 114 µM), inactives show at the top dose activity change, negative = inhibition, hits mostly inhibitors; 4.4% of 360,000 active; AID 504333; note: potency is the fitted concentration of half-maximal effect; % is set by controls: 0 for no effect and ±100 for the full control effect; nearly all actives have a fitted effect of over 60% in size
#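 AlphaScreen luminescence quantifies BAZ2B engagement of H3K14Ac peptide; the protein and biotinylated peptide are both at 50 nM final, buffer PBS pH 7.4 with 0.01% Tween-20, all steps at room temperature.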
# ERG-DNA inh = ERG Ets/DNA interaction inhibition; AID 624246; fluorescence polarization, His-ERG Ets domain / labelled DNA; 0.028% of 370,000 active; Potency, µM (titrated, usually from 76.9 µM), without a hit: at the highest dose FP activity, negative = inhibition, most hits filed as inhibitors; active = well fitted inhibition curve with a large enough effect in the polarisation, with a control signal flat; inconclusive = small, poorly fitted or top-dose-only effect, or effect the other way, or a change in a side signal; inactive = no such curve, though single readings can be large or run the other way; the % refers to the polarisation;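 note: polarization taken with two DNA probes labelled with fluorescein and Texas red; potency is the fitted concentration of half-maximal effect; % of control where 0% means no effect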
#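 His-tagged ERG Ets domain (1 uM in the protein solution; 300mM KCl, 50mM Tris-HCl, 1mM EDTA, 1mM DTT, pH 7.5) received compound, then a probe mix of 5 nM fluorescein-DNA and 100nM Texas-615-DNA. Fluorescence polarization was read for both dyes.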
# G9a inh = G9a (human) methyltransferase inhibition; 8.8% of 350,000 active; Q96KQ7; G9a H3K9 monomethylation, AlphaScreen, 2 h; Potency, µM (doses to about 102 µM), without a hit: top-dose activity, negative = inhibition, hits mostly inhibitors; note: potency is the fitted concentration of half-maximal effect; % is set by controls: 0 for no effect and ±100 for the full control effect; nearly all actives have a fitted effect of over 75% in size
# Target sequence (Q96KQ7 913-1193 limits assumed): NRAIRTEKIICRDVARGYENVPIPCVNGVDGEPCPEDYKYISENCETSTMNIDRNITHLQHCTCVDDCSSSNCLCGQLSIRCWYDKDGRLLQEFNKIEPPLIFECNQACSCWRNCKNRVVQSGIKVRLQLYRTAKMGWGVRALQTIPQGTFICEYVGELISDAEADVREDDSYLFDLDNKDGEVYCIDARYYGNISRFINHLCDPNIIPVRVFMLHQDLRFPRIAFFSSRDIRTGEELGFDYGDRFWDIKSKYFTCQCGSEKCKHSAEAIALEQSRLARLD
#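 Chemiluminescent proximity detection of H3K9 monomethylation, read after 10 min bead incubation in the dark. Reaction: 20 nM G9a, 500 nM biotin-H3K9 peptide, 20 uM SAM cofactor, 2 h, room temperature, following 15 min enzyme-compound preincubation.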
# Tb PGK inh = T. brucei PGK inhibition; PGK/GAPDH coupled, Kinase-Glo luminescence, 60 min; Potency, µM (highest dose often 57.5 µM), inactives show at the highest dose activity change, negative = inhibition, hits mostly inhibitors; 0.043% of 380,000 active; AID 602233; note: potency is the fitted concentration of half-maximal effect; % is set by controls: 0 for no effect and ±100 for the full control effect; nearly all actives have a fitted effect of over 60% in size
# Target sequence (P07378 whole entry, looked up): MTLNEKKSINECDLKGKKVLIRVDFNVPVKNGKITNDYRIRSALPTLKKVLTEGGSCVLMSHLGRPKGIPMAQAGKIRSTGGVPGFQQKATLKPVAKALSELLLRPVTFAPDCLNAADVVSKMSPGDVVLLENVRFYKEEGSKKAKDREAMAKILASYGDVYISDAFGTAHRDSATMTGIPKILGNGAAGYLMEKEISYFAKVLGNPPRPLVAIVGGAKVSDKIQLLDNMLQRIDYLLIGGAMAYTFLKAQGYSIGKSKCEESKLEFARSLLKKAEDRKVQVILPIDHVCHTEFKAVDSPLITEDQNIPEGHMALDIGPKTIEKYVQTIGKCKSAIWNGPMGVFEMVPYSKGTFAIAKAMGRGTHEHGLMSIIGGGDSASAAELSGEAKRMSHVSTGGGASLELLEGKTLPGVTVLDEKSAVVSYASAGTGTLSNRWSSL
#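 Recombinant glycosomal PGK reaction used 1,3-bisphosphoglycerate generated in-well by GAPDH (100nM final) in 100mM TEA pH 7.6, 5mM MgCl2, 0.01% Tween-20. After 60 minutes at room temperature, ATP was read by Kinase-Glo Plus luminescence end-point.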
# GLS inhibitor = glutaminase GLS (human) inhibition. 0.21% of 410,000 active. AID 624170. GLS enzymatic activity, qHTS titration. Potency, µM (highest dose often 45.5 µM), for the others: top-dose activity change, negative = inhibition, hits mostly inhibitors; note: potency is the fitted concentration of half-maximal effect; % is set by controls: 0 for no effect and ±100 for the full control effect
#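 hKGA in 45 mM KH2PO4 (pH 8.2), 0.02% Tween-20 with compound, then 1mM L-Glutamine (stock as added) plus glutamate oxidase/HRP/Amplex red coupling mix. Fluorescence read initially and after 30 min at RT; signal change reflects glutamate formation.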
# JMJD2A Tudor inh = inhibitors of human JMJD2A Tudor domain | O75164 | AlphaScreen JMJD2A-Tudor / H3K4me3 peptide binding | Potency, µM (series often up to 114 µM), without a hit: at the highest dose activity change, negative = inhibition, actives largely listed as inhibitors | 4.4% of 390,000 active; note: potency is the fitted concentration of half-maximal effect; % is set by controls: 0 for no effect and ±100 for the full control effect; nearly all actives have a fitted effect of over 50% in size
# HP1b binding inh = blocks HP1-beta chromodomain binding to methylated histone tails | P83916 | AlphaScreen HP1-beta / biotin-H3K9me3 peptide binding | Potency, µM (titrated, usually from 114 µM), without a hit: at the top dose activity change, negative = inhibition, hits mostly inhibitors | 0.56% of 390,000 active | AID 540317; note: potency is the fitted concentration of half-maximal effect; nearly all actives have a fitted effect of over 70% in size; inactives centre near 23
# Target sequence (P83916 whole entry, looked up): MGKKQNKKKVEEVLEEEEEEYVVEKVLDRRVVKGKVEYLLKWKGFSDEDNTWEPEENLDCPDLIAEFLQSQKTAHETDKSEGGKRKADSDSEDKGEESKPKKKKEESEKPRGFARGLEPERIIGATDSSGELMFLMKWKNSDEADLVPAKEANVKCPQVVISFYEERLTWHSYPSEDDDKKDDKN
#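 Compound inhibition of the preformed complex between 50 nM HP1-beta and 50 nM biotinylated H3K9me3 peptide was read by AlphaScreen. Buffer was PBS pH 7.4 with 0.01% Tween-20. Incubations ran 30 min at room temperature, with 10 ug/mL donor/acceptor beads.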
# Numbers without * were called inactive; i = inactive; ? = inconclusive; · = no result given; & = joins results of further samples; [ ] = remark or other dose. Unless noted, calls come from the whole dose curve; as a rule, active = well fitted curve in the direction sought with a large enough effect; inconclusive = small, poorly fitted or top-dose-only effect, or another doubt; inactive = no such curve, though single readings can be large; an effect the other way counts as inactive or inconclusive.
[1] COC(=O)c1nc2n(n1)C(c1cccc(Cl)c1)C1=C(CCCC1=O)N2 (stereo unspecified)
[2] COc1cccc(CNC(=O)CCl)c1
[3] Cc1nn(-c2ccccc2)c(C)c1NC(=O)COC(=O)c1cc([N+](=O)[O-])ccc1NCCO
[4] O=S(=O)(Cc1noc(-c2ccc(OC(F)(F)F)cc2)n1)c1ccc(F)cc1
[5] CCC(=O)Nc1nnc(SCCN2CCOCC2)s1
[6] CC1(C)Cc2nc3sc(C(=O)NCCCO)c(N)c3cc2CO1
[7] COc1ccc2nc3oc(C(=O)N4CCC(C(N)=O)CC4)cc3cc2c1
[8] CCc1cc(OCCCSc2nc(C)cc(=O)[nH]2)ccc1Cl

Screen / compound no.	1	2	3	4	5	6	7	8
PI4K2A block	-1	-2	7	0	0	-5	-8	-5
Pin1 inhibitor	-2%	-1%	-7%	-4%	5%	-8%	6%	-1%
BAZ2B inh	-7%	-2%	-11%	-5%	10%	-6%	-1%	-21%
ERG-DNA inh	5%	-2%	2%	-3%	-2%	-7%	-2%	7%
G9a inh	-7%	14%[59 µM]	·	7%	10%	·	-15%[0.0925 µM]	-37%[59 µM]
Tb PGK inh	-3%	i	-1%	6%	6%	-1%	-6%	1%
GLS inhibitor	15%	1%	3%	3%	-1%	3%	12%	9%
JMJD2A Tudor inh	-21%	-5%	-21%	-12%	1%	-21%	-1%	0%
HP1b binding inh	29%	19%	23%	42%[activator]	38%	51%[activator]	16%	11%

[9] COc1ccc(CNC(=O)c2ccc(CS(=O)(=O)c3ccc(OC)cc3)o2)cc1
[10] Cc1ccc(CN2CCN(CC(=O)NC(C)CCc3ccccc3)C2=O)cc1 (stereo unspecified)
[11] CCN(CC)C(=O)CSc1nnc(COc2ccc(OC)cc2)n1N
[12] COC(=O)c1ccccc1NC(=O)CNc1cc(OC)c(OC)cc1C
[13] O=C(CSc1nc(-c2ccccc2)cs1)NCCCN1CCCC1=O
[14] Cc1nnc(SCC(=O)NNC(=O)c2ccc(Cl)cc2)s1
[15] O=C(/C=C/c1ccco1)N1CCN(S(=O)(=O)c2cccc([N+](=O)[O-])c2)CC1
[16] Cc1ccsc1/C=N/NC(=O)CN1CCN(S(=O)(=O)c2ccc(Br)cc2)CC1

Screen / compound no.	9	10	11	12	13	14	15	16
PI4K2A block	2&-8	-3	2	1	5	1	0	4
Pin1 inhibitor	0%	4%	2%	9%	-5%	-12%	-2%	-6%
BAZ2B inh	5%	-5%	2%	45µM*	·	-10%	·	3%
ERG-DNA inh	3%	6%	3%	-5%	-7%	4%	6%[15.4 µM]	1%
G9a inh	3%[59 µM]	-12%	5%[0.501 µM]	20µM*	·	11%[59 µM]	·	-3%[59 µM]
Tb PGK inh	1%&-5%	6%	0%	0%	i	i	-4%	-6%
GLS inhibitor	1%&1%	5%	-6%	8%	-8%	7%	1%	-4%
JMJD2A Tudor inh	3%	-4%	-11%	?	-6%	-10%	-29%	-23%
HP1b binding inh	36%	42%[activator]	12%	-23%	33%[activator]	13%	?	19%

# Quoted from the listing:
# entry 11 in G9a inh reads 5%[0.501 µM]
# entry 12 in Pin1 inhibitor reads 9%

# Limited to BAZ2B inh, ERG-DNA inh and HP1b binding inh, for 7 of the compounds above:
entry | Structure | BAZ2B inh | ERG-DNA inh | HP1b binding inh
16 | Cc1ccsc1/C=N/NC(=O)CN1CCN(S(=O)(=O)c2ccc(Br)cc2)CC1 | 3% | 1% | 19%
14 | Cc1nnc(SCC(=O)NNC(=O)c2ccc(Cl)cc2)s1 | -10% | 4% | 13%
13 | O=C(CSc1nc(-c2ccccc2)cs1)NCCCN1CCCC1=O | · | -7% | 33%[activator]
12 | COC(=O)c1ccccc1NC(=O)CNc1cc(OC)c(OC)cc1C | 45µM* | -5% | -23%
15 | O=C(/C=C/c1ccco1)N1CCN(S(=O)(=O)c2cccc([N+](=O)[O-])c2)CC1 | · | 6%[15.4 µM] | ?
11 | CCN(CC)C(=O)CSc1nnc(COc2ccc(OC)cc2)n1N | 2% | 3% | 12%
9 | COc1ccc(CNC(=O)c2ccc(CS(=O)(=O)c3ccc(OC)cc3)o2)cc1 | 5% | 3% | 36%

# (continued)
[17] O=S1(=O)CCC(NS(=O)(=O)/C=C/c2ccccc2)C1 (stereo unspecified)
[18] O=C(NCCN1C(=O)S/C(=C\c2ccccc2)C1=O)C1CCN(S(=O)(=O)c2cccs2)CC1
[19] CCC(c1nnc(SCC(=O)Nc2ccc(C(N)=O)cc2)n1Cc1ccccc1)N(C)C (stereo unspecified)
[20] O=C(COC(=O)c1ccccc1C(=O)c1ccccc1)NCc1ccc(F)cc1
[21] COc1cccc(NC(=O)c2oc3ccccc3c2NC(=O)c2cc3ccccc3o2)c1
[22] COc1ccc(Nc2nc3ccc(OC)cc3s2)cc1
[23] COc1c(Br)cc([N+](=O)[O-])c(OC)c1C(=O)NC(=O)Nc1c(Cl)cccc1Cl
[24] COc1ccc2[nH]c(=O)c(CN(C)C(=O)c3ccncc3)cc2c1

Screen / compound no.	17	18	19	20	21	22	23	24
PI4K2A block	8	-5	-1	-4	4	3	10	-1
Pin1 inhibitor	-1%	27%	-6%	7%	0%	-2%	-4%	7%
BAZ2B inh	-1%	0%	-2%	-2%	1%	56µM*	-23%	-3%
ERG-DNA inh	4%	-18%	-2%	-3%	1%	6%	-5%	1%
G9a inh	9%[12.7 µM]	-7%[59 µM]	45%	-8%[12.7 µM]	33%[59 µM]	40µM*	-2%	0%[2.33 µM]
Tb PGK inh	-4%	i	3%	i	i	-4%	-6%	14%
GLS inhibitor	-4%	-9%	0%	-5%	-11%	-21%	-14%	2%
JMJD2A Tudor inh	-10%	-2%	-5%	?	-16%	?	-35%	-17%
HP1b binding inh	36%[activator]	?	23%	-10%	73%[activator]	-27%	2%	46%[activator]

[25] O=C(c1ccccc1)N1CCN(c2n[nH]c(=O)[nH]c2=O)CC1
[26] NS(=O)(=O)c1ccc(CCNC(=O)CNC(=O)COc2ccccc2)cc1
[27] CC(=O)Nc1ccc(S(=O)(=O)Nc2nnc(C3CCCCC3)s2)cc1
[28] Cc1nc(N2CCN(Cc3ccccc3)CC2)c(C#N)c2c1COC(C)(C)C2
[29] COc1ccc(NC(=O)C(CC(C)C)NC(=O)C2CCCCC2)cc1 (stereo unspecified)
[30] O=C1C2C3c4ccccc4C(c4ccccc43)[C@@H]2c2nc3ccccc3n21 (stereo partly specified)
[31] O=C(CNC(=O)OCc1ccccc1)NCC(=O)Oc1ccc([N+](=O)[O-])cc1
[32] CC(=O)c1c(COC(=O)c2ccccc2)nc2ccccc2[n+]1[O-]

Screen / compound no.	25	26	27	28	29	30	31	32
PI4K2A block	1	3	-6	4	2	6	-3	1
Pin1 inhibitor	2%	4%	0%	-18%	-3%	-2%	-4%	-10%
BAZ2B inh	3%	7%	7%	65%[activator]	-13%	-8%	·	-1%
ERG-DNA inh	0%	-1%	12%	3%	0%	-10%	·	3%
G9a inh	1%	24%[0.501 µM]	?	16%[59 µM]	-9%[59 µM]	8%	·	?
Tb PGK inh	-1%	8%	-5%	i	-17%	-4%	i	-7%
GLS inhibitor	4%	-2%	8%	-13%	8%	2%	3%	4%
JMJD2A Tudor inh	8%	-7%	-9%	-7%	-29%	8%	-12%	-31%
HP1b binding inh	41%[activator]	29%	-7%	26%	8%	31%	45%[activator]	10%

# Shown with two lines to a compound: part of the list above.
# Each structure is followed by: PI4K2A block, Pin1 inhibitor, BAZ2B inh, ERG-DNA inh, G9a inh, Tb PGK inh, GLS inhibitor, JMJD2A Tudor inh, HP1b binding inh
14. Cc1nnc(SCC(=O)NNC(=O)c2ccc(Cl)cc2)s1
 : 1, -12%, -10%, 4%, 11%[59 µM], i, 7%, -10%, 13%
12. COC(=O)c1ccccc1NC(=O)CNc1cc(OC)c(OC)cc1C
 : 1, 9%, 45µM*, -5%, 20µM*, 0%, 8%, ?, -23%

# (more compounds)
[33] Cc1ccccc1OCc1ccc(-c2nc(C#N)c(NCc3cccnc3)o2)o1
[34] Cc1ccc2nc(-c3cccs3)c(Nc3ccc4c(c3)OCCO4)n2c1
[35] CCCC(=O)NC(=S)Nc1ccc(S(=O)(=O)Nc2ccc(OCC)cc2)cc1
[36] O=S(=O)(Nc1ccc(N=Nc2ccc(O)c3ccccc23)cc1)c1ccccc1
[37] O=C1Nc2ccc(NS(=O)(=O)c3cccs3)c3cccc1c23
[38] CCCS(=O)(=O)N1CCC(C(=O)NCc2ccco2)CC1
[39] COc1ccc(NC(=O)CN(C)S(=O)(=O)c2ccc3c(c2)NC(=O)CS3)cc1
[40] COc1ccc(CN2CC(C(=O)N3CCOCC3)CC2=O)cc1 (stereo unspecified)

Screen / compound no.	33	34	35	36	37	38	39	40
PI4K2A block	2	-14	-2	-9	2	-14	-1	-2
Pin1 inhibitor	9%	-1%	?	12%	4%	-5%	-5%	4%
BAZ2B inh	32µM*	-23%	-33%	40µM*	10%	-22%	-18%	10%
ERG-DNA inh	6%	4%	17%	31%[activator]	3%	0%	3%	-5%
G9a inh	11µM*	?	?	?	-16%[59 µM]	·	-8%[0.501 µM]	26%
Tb PGK inh	i	-10%	i	-3%	5%	-5%	-8%	-4%
GLS inhibitor	6%	16%	13%	18%	35%[activator]	-8%	-1%	7%
JMJD2A Tudor inh	16µM*	-21%	-32%	25µM*	-22%	-12%	-15%	-9%
HP1b binding inh	-12%	34%	-12%	40µM*	10%	18%	19%	17%

# Compound activity from PubChem.
